# WT yeast gro inh: growth inhibition of WT strain, primary screen, mitochondrial fusion inhibitor project, WT and mutant strains, chemical genetic; mitochondrial fusion phenotypic screen; inhibition, % at 10 µM; 190,000 compounds, 2.1% hits; AID 1362, 2008; in the data active means inhibition above about 58%; tested in S. cerevisiae
# HIV peptide binding: inhibitors of HIV fusion peptide binding, primary screen, biochemical, uHTS, fluorescence dequenching (AID 1986); 290,000 compounds, 0.3% hits; inhibition, % at 20 µM; hits with a dose series show IC50 in µM; cell-free peptide binding, fluorescence dequenching, 30 min; higher % means a stronger effect; in the data active means inhibition mostly above about 52%, no sharp cut-off; inactive means mostly below about 76%; further: some results filed as inactive read as strong as hits
# Autophagy HCS: autophagy modulators in MEF cells, primary screen, imaging, high-content, MEF GFP-LC3; MEF GFP-LC3 puncta imaging; test concentration mostly 10 µM; calls only at 10 µM (by protocol); 190,000 compounds, 0.98% hits; AID 463193, 2010;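 active means percentage of spot-positive cells more than 3 SD above its plate mean, without a fluorescence outlier flag or 80% toxicity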;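 further: spot-positive cell cutoff set from DMSO-treated cells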
# Ins promoter up: insulin promoter activators in MIN6 cells, imaging, high-content screening, mouse beta cells; MIN6 insulin promoter-GFP reporter; stronger effect = higher value; z-score at 5 µM; 190,000 compounds, 0.3% hits;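 active means z-score above 3 at 5 µM with at least 500 cells counted in the well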
# MT stabilize HCS: microtubule stabilizers in HeLa cells, primary screen, imaging, high-content imaging; HeLa tubulin immunostaining HCS, 24 h; share of cells brighter than vehicle mean+2SD; % tubulin-high responders, % at 10 µM; 200,000 compounds, 0.83% hits; AID 2205, 2009;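 active means plate Z-score above 3 for both tubulin-high and condensed-nucleus cell shares, with cell loss under 80%, at 10 µM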;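 further: anti alpha tubulin signal scored within the nucleus-defined area of each cell; some results filed as inactive read as strong as hits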
# b-catenin transl: modulators of beta-catenin nuclear translocation, primary screen, imaging, HeLa cells, immunofluorescence, high-content; nuclear translocation activity, % at 5 µM; 190,000 compounds, 0.3% hits;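 active means nuclear translocation activity above 50% at 5 µM, with a well cell count of 50 or more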;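 further: per-cell ratio of nuclear to cytoplasmic median beta-catenin stain intensity; plate controls were DMSO negative control for no effect and GSK-3 inhibitor IX positive control for full effect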
#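 assay system = human HeLa cells, endogenous beta-catenin | times = compound treatment 24 h, 37°C, 5% CO2 | detection = Anti-beta-catenin immunofluorescence on PFA-fixed, Triton-permeabilized cells, DAPI nuclei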
# Yfh1-off respiration: enhancers of respiration in Yfh1-depleted yeast, dose response, Friedreich's ataxia, plus single-dose screen (AID 1465); 220,000 compounds, 0.074% hits; S. cerevisiae Yfh1-off respiration, WST-1 reduction, 72 h; higher fold induction means a stronger effect; fold induction at 50 µM, or EC50 in µM where a hit was titrated;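 active means fold induction of absorbance versus untreated yeast above a set limit, then at least 30% activation at any dose in follow-up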;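 further: activators that raise dye reduction in frataxin-depleted yeast; strong numbers were not always called active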
# Dynein cargo inh: inhibitors of GR-EGFP nuclear translocation, primary screen, dynein cargo transport inhibitor project, imaging, high-content, 3617.4 mouse cells. 220,000 compounds, 0.47% hits. z-score, hits read low. AID 1381, 2008. test concentration mostly 20 µM; stimulated with dexamethasone, 1 µM; stronger effect = lower value;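 active means plate z-score of nuclear minus cytoplasmic receptor signal below a set negative limit, without overly bright fluorescence or cell loss, cut at about -3.5 in these data, passing the limit was not always enough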;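 further: z-score of nuclear minus cytoplasmic ring GR-EGFP intensity difference per well; some compounds called inactive have numbers as strong as hits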
#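 Schedule: 48 h induction, then 1 h compound, then 30 min agonist, 37 °C. Buffer or medium: tetracycline-free induction medium containing charcoal-stripped FBS. Reagent: 1.0 µM final dexamethasone stimulus. Evaluation: nuclear versus cytoplasmic GR-EGFP signal, averaged per well. Signal: high-content fluorescence imaging after fixation.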
# AID2073: inhibitors of Mint1-CaV2.2 protein interaction, biochemical, HTRF (AID 2073). one-dose inhibition, % at 20 µM; IC50 in µM for titrated hits. HTRF protein-protein interaction, Mint1-CaV2.2; higher % means a stronger effect. Voltage-dependent N-type calcium channel subunit alpha-1B (Homo sapiens). 290,000 compounds, 0.19% hits; in the data active means inhibition mostly above about 51%, no sharp cut-off; further: some results filed as inactive read as strong as hits
# WT yeast gro inh mutant strain: recorded beside WT yeast gro inh, whose call it bears; inhibition, %; mitochondrial fusion phenotypic screen, mutant strain inhibition
# Dynein cargo inh cytoplasmic EGFP: recorded beside Dynein cargo inh, whose call it bears; z-score; measured here: cytoplasmic GR-EGFP intensity; stronger effect = higher value
# Dynein cargo inh nuclear GR-EGFP: recorded beside Dynein cargo inh, whose call it bears; z-score; measured here: nuclear GR-EGFP intensity;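 lower value marks the stronger effect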
# Dynein cargo inh cell count: recorded beside Dynein cargo inh, whose call it bears; z-score; measured here: cell count per field
# Ins promoter up cell count: also measured in Ins promoter up; calls as there; cell count; measured here: cytotoxicity, nuclei count;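 total cells summed across four imaged fields per well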
# b-catenin transl cell count 5 µM: recorded beside b-catenin transl, whose call it bears; cell count; measured here: cell count, cytotoxicity flag
# MT stabilize HCS Hoechst-high %: second read-out of MT stabilize HCS, no call of its own (marks repeat the call); % Hoechst-high responders; measured here: nuclear condensation Hoechst responders;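 share of cells brighter than vehicle mean plus two SD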
# MT stabilize HCS cytotoxicity %: further read-out of MT stabilize HCS, marked with its call; toxicity, %; measured here: cytotoxicity by cell density;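 0% = mean cell density of plate MIN control wells and 100% = no cells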
# Autophagy HCS cell loss 18 h: also measured in Autophagy HCS; calls as there; toxicity, %; measured here: cell loss, nuclei count;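 cell loss after 18 h compound exposure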
# Active calls of the source: *; i = inactive; / = no result given.
SMILES,WT yeast gro inh,WT yeast gro inh mutant strain,HIV peptide binding,Autophagy HCS,Autophagy HCS cell loss 18 h,Ins promoter up,Ins promoter up cell count,MT stabilize HCS,MT stabilize HCS Hoechst-high %,MT stabilize HCS cytotoxicity %,b-catenin transl,b-catenin transl cell count 5 µM,Yfh1-off respiration,Dynein cargo inh,Dynein cargo inh cytoplasmic EGFP,Dynein cargo inh nuclear GR-EGFP,Dynein cargo inh cell count,AID2073
CCC(C)c1ccc(NC(=O)COc2c(F)c(F)c(C(F)(F)F)c(F)c2F)cc1 (stereo not drawn),70*,-12*,4.4%,i,-13,-0.36,1363,6.0,1.7,6.0,-1.7,1153,i,-1.1,-0.2,-0.72,0.86,3%
Cc1ccnc(SCc2cc(=O)c(OC(=O)c3ccccc3)co2)n1,-1,4,2.3%,i,10,-0.31,1141,2.8,2.0,9.2,-0.7,1100,i,-0.29,-0.28,-0.18,0.86,-12%
CCCC(=O)N1CCN(c2ccc(NC(=S)NC(=O)CC)cc2)CC1,7,10,-1.5%,i,0,-0.04,1729,2.0,1.2,0.9,-1.1,1355,i,2.2,-0.036,1.3,-2.5,10%
C=CCN(CCNP(=O)(OCC)OCC)CP(=O)(OCC)OCC,-1,2,-1.2%,i,25,-0.52,1571,1.9,1.5,1.4,-0.9,1341,i,0.65,-0.13,1.4,-0.2,10%
CC(NC(=O)c1cccs1)C(c1cccs1)N1CCN(Cc2ccccc2)CC1 (stereo not drawn),6,-3,2.4%,i,-3,/,/,2.6,2.3,25,-1.8,1182,i,0.91,-0.25,0.51,-0.08,12%
CCCCn1nnc(NC(=O)COc2cc(C)ccc2C(C)C)n1,-1,-9,0.3%,i,2,-0.19,1818,4.1,1.6,5.4,-1.2,1048,i,2.4,0.52,0.81,-2.3,2%
COC(=O)c1ccc(SC2CCCCC2)c([N+](=O)[O-])c1,/,/,1.1%,i,-33,/,/,3.1,2.0,11,/,/,i,-1.1,-0.2,-0.23,0.53,-9%
CNc1ncc(-c2nnnn2-c2ccccc2)c(-c2ccccc2)n1,/,/,-2.1%,/,/,1.5,1422,/,/,/,-1.7,1295,i,0.43,-0.25,-0.04,-0.33,-2%
Cn1c(N2CCCC2)nc2c1c(=O)n(Cc1ccc(Cl)cc1)c(=O)n2C,-14,0,5.1%,i,8,-0.43,1146,3.9,2.7,11,-2.6,979,i,-0.53,-0.26,-0.12,1.1,-10%
O=C(NCc1ccccc1)N1CCN(c2ccc(F)cc2)CC1,-23,-3,-2.1%,i,-8,-0.12,1029,3.5,1.3,4.1,-1.9,1180,i,-0.18,-0.054,0.29,0.42,3%
Cc1cc(C)c2cc(CN(CCO)C(=O)Nc3ccc(Cl)cc3)c(=O)[nH]c2c1,0,2,-1.5%,i,-59,0.83,686,3.9,4.1,8.1,-2.3,964,i,-0.99,-0.21,-0.16,0.98,-14%
CCCOc1cccc(OCC(=O)Nc2nc3ccccc3[nH]2)c1,11,1,-0.6%,i,-2,-0.22,1140,3.3,2.2,10,0.6,488,i,-0.26,-0.31,-0.46,0.61,-5%
NC(=O)c1ccc(C(F)(F)F)n(Cc2c(Cl)cccc2Cl)c1=O,4,1,0.4%,i,17,0,1271,2.9,2.0,9.5,4.4,1425,i,0.43,-0.19,0.55,1.1,-8%
NS(=O)(=O)c1cnccc1Nc1ccc(Cl)c(Cl)c1,-13,-12,0.0%,i,-15,0.05,1220,2.9,4.3,6.7,-2.9,558,i,-0.21,-0.27,-0.48,0.023,4%
COc1ccc(-c2nnc3sc(-c4ccccc4OC)nn23)cc1,/,/,2.2%,/,/,-1.9,832,/,/,/,-6.4,1061,i,/,/,/,/,6%
O=C(O)COc1ccc(Oc2ccccc2)cc1,2,18,-0.9%,i,12,0.33,1869,3.1,2.1,3.3,0.2,1005,i,-0.56,-0.24,-0.86,1.2,2%
COc1ccc(OC(C)=O)c(C2c3cc(OC)c(OC)cc3CCN2C(C)=O)c1 (stereo not drawn),3,-16,-1.7%,i,-5,-0.21,1103,4.6,3.1,7.7,-4.3,997,i,-0.2,-0.19,0.2,-0.013,1%
COC(=O)c1ccccc1NC(=S)N1CCN(c2ccc(OC)cc2)CC1,14,27,2.3%,i,5,-0.39,1226,5.3,2.5,8.7,0.7,1016,i,0.35,-0.34,0.68,0.22,-11%
Cc1cc(/C=C(\C#N)C(=O)OCC(=O)NC(=O)NC(C)(C)C)c(C)n1CCC(C)C,15,-8,-0.2%,i,40,/,/,1.2,1.2,7.7,3.3,1017,i,-0.6,-0.22,-0.053,0.65,17%
COc1ccc(/C=C2\C(=O)OCc3cc(OC)c(OC)cc32)cc1OC,-3,-9,-1.4%,i,1,-1.7,1270,5.3,3.5,6.2,12,423,i,-0.46,-0.19,-0.21,0.5,2%
Cc1sc2nc(COC(=O)c3cccc(S(=O)(=O)N(C)c4ccccc4)c3)[nH]c(=O)c2c1C,4,-8,61%,i,-7,2.9,1471,2.5,1.3,9.2,-0.1,1513,i,1.7,5.3,2.2,-1.7,48%
O=C(CNS(=O)(=O)c1ccc(Br)s1)N1CCN(c2ncccn2)CC1,15,19,2.4%,i,0,0.43,1192,5.6,1.4,8.0,-1.2,1085,i,2.7,-0.14,1.3,-2.1,9%
O=C(CCCc1nc(-c2ccccc2)no1)N1CCOCC1,0,-10,26%,i,-9,0.92,1050,1.2,1.6,2.7,-1.5,818,i,-0.28,-0.2,-0.3,0.2,2%
CC(=O)Nc1sc(N/N=C/c2ccc(C)cc2)nc1-c1ccc(C)cc1,/,/,-3.0%,/,/,0.46,1053,/,/,/,-0.2,1369,i,-1,-0.27,-0.14,1.1,-23%
COc1cc(OC)cc(C(=O)NNC(=S)Nc2ccc(S(N)(=O)=O)cc2)c1,-21,2,-1.0%,i,-16,1.6,1427,4.4,2.6,11,-0.2,1541,i,0.65,-0.26,0.58,-1.2,-6%
O=C(CCN1C(=O)C2CC=CCC2C1=O)N1CCN(c2ccccn2)CC1 (stereo not drawn),-2,-2,-1.3%,i,-16,/,/,1.4,2.0,8.8,/,/,i,-0.76,-0.21,-0.4,1.2,2%
COc1ccc(OC)c(NC(=O)N[C@@H](Cc2ccccc2)C(=O)O)c1,-8,-13,-2.5%,i,-16,-1.2,1373,2.8,3.7,5.1,-5.3,992,i,-0.59,-0.2,-0.056,0.19,-6%
COC(=O)C1=C(C)N(CCc2ccccc2)C(=O)C1,-2,-1,-1.6%,i,-3,-0.89,1230,2.2,2.2,5.9,-3.0,1181,i,-0.53,-0.19,-0.17,-0.12,-1%
COc1cccc(C2C(C#N)=C(N)OC3=C2C(=O)CC(c2ccco2)C3)c1OCc1ccc(F)cc1 (stereo not drawn),32,-36,18%,i,14,1.4,1569,5.0,1.9,0.4,0.2,1367,i,-0.29,-0.23,-0.32,0.076,23%
COc1ccc(OC)c(NC(=O)CN2CCN(C(=O)c3ccco3)CC2)c1,-15,-25,-1.6%,i,3,1.1,1327,2.3,4.0,8.0,-2.4,1022,i,-0.33,0.36,0.018,0.79,3%
COC(=O)c1cc(=O)n(-c2c(Cl)cc(C(F)(F)F)cc2Cl)[nH]1,/,/,-1.8%,/,/,0.79,1460,/,/,/,7.4,772,i,-0.28,-0.2,-0.36,0.95,6%
Cc1nnc(SCc2cc(=O)[nH]c(N3CCN(Cc4ccccc4)CC3)n2)s1,/,/,-3.1%,i,-2,/,/,2.9,0.4,63,/,/,i,0.87,-0.19,1.1,-0.66,-13%
O=C(Cc1csc(-c2ccccc2)n1)NCc1cccs1,3,-11,0.0%,i,1,-0.26,1095,3.2,2.2,0.4,-2.7,976,i,-0.86,-0.14,-0.4,0.046,48%
COc1cccc(C(=O)C2CCCN(Cc3c(C)n(C)n(-c4ccccc4)c3=O)C2)c1 (stereo not drawn),/,/,-2.8%,/,/,0.73,1086,/,/,/,0.2,1276,i,-0.054,-0.19,0.42,0.78,16%
CN(CCCC[C@H](CNCc1ccc(-c2ccccc2)cc1)N1C[C@H](c2ccccc2)N(CCc2ccc(Cl)c(Cl)c2)C(=O)C1=O)Cc1ccc(-c2ccccc2)cc1,/,/,15%,/,/,0.6,825,/,/,/,0.3,1339,i,1.4,-0.6,0.83,0.84,18%
COc1ccc(NC(=O)c2ccccc2-c2ccccc2)c(C)c1,-2,-5,-0.5%,i,9,0.46,1406,7.2,2.2,7.1,-0.6,1543,i,0.3,-0.18,0.86,-0.89,-7%

# 2 entries picked at random from those above, as already listed:
SMILES,WT yeast gro inh,WT yeast gro inh mutant strain,HIV peptide binding,Autophagy HCS,Autophagy HCS cell loss 18 h,Ins promoter up,Ins promoter up cell count,MT stabilize HCS,MT stabilize HCS Hoechst-high %,MT stabilize HCS cytotoxicity %,b-catenin transl,b-catenin transl cell count 5 µM,Yfh1-off respiration,Dynein cargo inh,Dynein cargo inh cytoplasmic EGFP,Dynein cargo inh nuclear GR-EGFP,Dynein cargo inh cell count,AID2073
CN(CCCC[C@H](CNCc1ccc(-c2ccccc2)cc1)N1C[C@H](c2ccccc2)N(CCc2ccc(Cl)c(Cl)c2)C(=O)C1=O)Cc1ccc(-c2ccccc2)cc1,/,/,15%,/,/,0.6,825,/,/,/,0.3,1339,i,1.4,-0.6,0.83,0.84,18%
COC(=O)c1cc(=O)n(-c2c(Cl)cc(C(F)(F)F)cc2Cl)[nH]1,/,/,-1.8%,/,/,0.79,1460,/,/,/,7.4,772,i,-0.28,-0.2,-0.36,0.95,6%

# High-throughput results: PubChem BioAssay, several laboratories

# Rows are unselected. Share with any hit: about 4.2%.
